GALK inh – qHTS Assay for Inhibitors of Human Galactokinase (GALK); P51570; Purified GALK, Kinase-Glo residual ATP luminescence; Potency, µM (highest dose often 57.5 µM), for inactives: top-dose activity change, negative = inhibition, usual class: inhibitors; 270,000 tested, 0.007% active; AID 1868, 2009; note: potency is the fitted concentration of half-maximal effect; % is set by controls: 0 for no effect and ±100 for the full control effect
Target sequence (P51570 whole entry, looked up): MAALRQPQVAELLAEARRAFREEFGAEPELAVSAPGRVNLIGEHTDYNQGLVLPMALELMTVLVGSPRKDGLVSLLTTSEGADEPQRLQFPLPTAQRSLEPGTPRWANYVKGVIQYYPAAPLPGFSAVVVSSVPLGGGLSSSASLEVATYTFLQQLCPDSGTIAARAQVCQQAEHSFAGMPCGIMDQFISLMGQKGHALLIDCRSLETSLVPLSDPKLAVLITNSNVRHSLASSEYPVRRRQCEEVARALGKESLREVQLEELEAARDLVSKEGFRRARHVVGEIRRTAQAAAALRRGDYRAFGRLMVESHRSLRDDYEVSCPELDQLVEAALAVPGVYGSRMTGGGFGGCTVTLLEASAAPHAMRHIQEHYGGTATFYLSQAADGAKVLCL
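Galactose (100 uM) and ATP (35 uM) were turned over by 5 nM GALK for 1 h at RT. Kinase-Glo Plus then converted the remaining ATP into a luminescent signal.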
Eya2 inh – qHTS Assay for Inhibitors of the Phosphatase Activity of Eya2. AID 488837, 2010. Potency, µM (top dose mostly 76.9 µM), without a hit: top-dose activity, negative = inhibition, hits mostly inhibitors. recombinant Eya2, OMFP fluorescence dephosphorylation (OMFP is methylfluorescein phosphate). 330,000 tested, 0.006% active; note: potency is the fitted concentration of half-maximal effect; % is set by controls: 0 for no effect and ±100 for the full control effect
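Eya2 protein (added as 0.2 uM solution) was preincubated with compound for 10 min at ambient temperature in 50 mM HEPES pH 7.5, 50 mM NaCl, 5 uM MgCl2, 0.05% BSA, 1 mM DTT. OMFP (added at 50 uM) then reacted 10 min; fluorescence read at 485/525 nm.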
KCNH2 WT inh – qHTS for Inhibitors of KCHN2 3.1: Wildtype qHTS. U2OS, BacMam KCNH2, thallium flux FluxOr; active compounds read low. Voltage-gated inwardly rectifying potassium channel KCNH2 (Homo sapiens), Q12809. activity change, % at 1.84 µM. 340,000 tested, 0.37% active;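 active = maximum activity change below -70%; inconclusive = maximum activity change between -70% and -50%; inactive = maximum activity change above -50%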; note: % is set by controls: 0 for no effect and ±100 for the full control effect
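U2OS cells transduced with wild-type KCNH2 virus are loaded with FluxOr dye for 45 min, and thallium flux is measured in kinetic reads before and after stimulation buffer. Rate constants are normalized to DMSO controls.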
S-ASM inh – Inhibitors of Secretory Acid Sphingomyelinase (S-ASM): qHTS | 340,000 tested, 0.006% active | placental ASM, HMU-PC fluorogenic substrate, 60 min | Potency, µM (series often up to 57.5 µM), for the others: at the top dose activity change, negative = inhibition, hits mostly inhibitors | AID 504937, 2011; note: potency is the fitted concentration of half-maximal effect
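Fluorescence read-out (Ex 386 nm, Em 447 nm) after stopping the reaction at pH 10. Enzyme: ASM from human placenta; substrate HMU-PC0, 9 uM final; 60 min, 37 °C. Compound preincubation 10 min, ambient temperature.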
PKM2 act – qHTS Assay for Activators of Human Muscle isoform 2 Pyruvate Kinase; Potency, µM (doses to about 57.5 µM), without a hit: at the top dose activation, actives largely listed as activators; 260,000 tested, 0.34% active; purified PKM2, Kinase-Glo ATP luminescence, activation; response scale: 0% is enzyme alone, no compound; note: potency is the fitted concentration of half-maximal effect; % is set by controls: 0 for no effect and ±100 for the full control effect; nearly all actives have a fitted effect of over 55% in size
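Kinase-Glo luminescence reports ATP generated from ADP (0.1 mM) and PEP (0.5 mM) by purified hPK-M2 after 1 h at room temperature, pH 7.2 imidazole buffer; intermediate enzyme activity allows detecting inhibitors and activators.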
Mito fusion yeast – qHTS Assay for Small Molecule Inhibitors of Mitochondrial Division or Activators of Mitochondrial Fusion. AID 485298, 2010. Potency, µM (series often up to 46.1 µM), for inactives: at the top dose growth rescue (activation), actives largely listed as activators. S. cerevisiae fusion-defective mutant growth rescue, CellTiterGlo 48 h. 320,000 tested, 0.23% active;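 note: potency is the fitted concentration of half-maximal effect; % of control where 0% means no effect; nearly all actives have a fitted effect of over 45% in size; temperature-sensitive fusion mutants such as fzo1-1 at 37 °C on non-fermentable ethanol glycerol medium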
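Compounds are tested for their ability to restore growth of mitochondrial fusion-defective yeast strains at non-permissive 37C in YPEG medium over 48 hours. Viability is quantified by luciferase luminescence.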
Menin MLL FP TR – qHTS Assay for Inhibitors Targeting the Menin-MLL Interaction in MLL Related Leukemias: Competition With Texas Red Labeled MLL-derived Mutant Peptide; O00255; Menin + Texas Red MLL mutant peptide, fluorescence polarization; Potency, µM (top dose mostly 61.6 µM), without a hit: at the highest dose FP activity change, negative = inhibition, actives largely listed as inhibitors; 270,000 tested, 0.23% active; active = well fitted inhibition curve with a large enough effect in the polarisation, with a control signal flat, not every such curve was filed as active; inconclusive = small, poorly fitted or top-dose-only effect, or effect the other way, or a change in a side signal; inactive = no such curve, though single readings can be large or run the other way; the % refers to the polarisation; note: potency is the fitted concentration of half-maximal effect; % of control where 0% means no effect; many of its hits are not listed in these tables
Target sequence (O00255 whole entry, looked up): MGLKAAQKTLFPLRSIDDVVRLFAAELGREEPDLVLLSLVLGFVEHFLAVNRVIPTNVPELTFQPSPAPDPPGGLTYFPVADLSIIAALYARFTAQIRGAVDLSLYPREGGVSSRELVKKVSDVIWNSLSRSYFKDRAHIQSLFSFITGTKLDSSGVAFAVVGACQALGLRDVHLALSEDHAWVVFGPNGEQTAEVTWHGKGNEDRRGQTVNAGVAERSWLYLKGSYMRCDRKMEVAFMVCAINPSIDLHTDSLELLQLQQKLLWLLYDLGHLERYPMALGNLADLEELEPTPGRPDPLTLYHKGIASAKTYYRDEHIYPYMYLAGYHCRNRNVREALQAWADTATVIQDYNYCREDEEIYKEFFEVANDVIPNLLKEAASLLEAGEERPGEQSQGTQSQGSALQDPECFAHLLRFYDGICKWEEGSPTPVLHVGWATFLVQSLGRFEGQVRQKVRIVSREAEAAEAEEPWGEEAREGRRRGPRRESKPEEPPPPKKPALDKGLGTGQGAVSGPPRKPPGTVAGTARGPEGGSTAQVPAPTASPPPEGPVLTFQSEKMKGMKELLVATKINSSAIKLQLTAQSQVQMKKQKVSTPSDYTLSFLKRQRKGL
MBNL1-CUG inh – qHTS Assay for Inhibitors of MBNL1-poly(CUG) RNA binding; Muscleblind-like protein 1 (Homo sapiens), Q9NR56; TR-FRET MBNL1-His/biotin-(CUG)12 binding, 665/545 ratio; Potency, µM (highest dose often 57.5 µM), for inactives: at the top dose activity change, negative = inhibition, actives largely listed as inhibitors; 280,000 tested, 0.036% active; AID 2675, 2010; active = well fitted inhibition curve with a large enough effect in the signal ratio, with a control signal flat, not every such curve was filed as active; inconclusive = small, poorly fitted or top-dose-only effect, or effect the other way, or a change in a side signal; inactive = no such curve, though single readings can be large or run the other way; the % refers to the signal ratio; note: potency is the fitted concentration of half-maximal effect; % is set by controls: 0 for no effect and ±100 for the full control effect
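TR-FRET between His-tagged MBNL1 and biotin-(CUG)12 RNA, detected with Tb anti-His antibody (0.055 ng/ul) and streptavidin-XL665 (5 nM), 60 min at room temperature. Compounds titrated 92 nM to 58 uM; 665/545 nm ratio normalized to buffer and complex controls.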
TSHR antag – Antagonists of the Thyroid Stimulating Hormone Receptor: HTS campaign; Thyrotropin receptor (Homo sapiens), P16473; TSHR-expressing cells, TSH-stimulated cAMP HTRF, 2 h; active compounds read low; activity change, negative = inhibition, % at 11.5 µM; 330,000 tested, 0.2% active;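 active = activity change below a set negative limit, meaning inhibition stronger than a set level, cut at about -70% in these data; inconclusive = activity change between two set negative limits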; note: % is set by controls: 0 for no effect and ±100 for the full control effect
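TSHR-expressing cells, 200/well, pre-treated with compound, then stimulated with EC80 TSH (4nM final) for 2 hours at 37 deg C. cAMP measured by competitive HTRF: anti-cAMP cryptate antibody in lysis buffer plus cAMP-d2, read after 30 minutes at room temperature.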
Chronic BCR inh – qHTS Assay to Find Inhibitors of Chronic Active B-Cell Receptor Signaling; ABC-DLBCL IkBa-CBG/CBR reporter, luminescence ratio, 4 h; Potency, µM (doses to about 46.1 µM), inactives show at the top dose ratio change, negative = lower green/red ratio, most hits filed as inhibitors; AID 493014, 2011; 340,000 tested, 0.05% active; active = well fitted inhibition curve with a large enough effect in the signal ratio, with a control signal flat, not every such curve was filed as active; inconclusive = small, poorly fitted or top-dose-only effect, or effect the other way, or a change in a side signal; the % refers to the signal ratio;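 note: potency is the fitted concentration of half-maximal effect; plate controls were basal doxycycline-induced cells for no effect and cells given 10 µM MG132 for full effect; MG132 reads +100%, hits lower the ratio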
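Doxycycline induced both beetle luciferases in TMD8 lymphoma cells; IKK-driven degradation limits the IkappaBalpha-fused green signal, while red luminescence normalises for cell number and nonspecific effects. Compounds tested up to 46 uM, 4 hrs.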
USP2a block – qHTS Assay for Inhibitors of Ubiquitin-specific Protease USP2a Using CHOP2 as the Reporter; AID 463254, 2010; Ubiquitin carboxyl-terminal hydrolase 2 (Homo sapiens), O75604; 330,000 tested, 0.01% active; Potency, µM (top dose mostly 38.3 µM), inactives show at the top dose activity change, negative = inhibition, hits mostly inhibitors; USP2 core, Ub-CHOP2 coupled fluorogenic reporter, 485/531;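 note: potency is the fitted concentration of half-maximal effect; plate controls were DMSO wells for no effect and full inhibition by NEM control for full effect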
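Deubiquitinase activity read as fluorescence (485/531 nm) after Ub-CHOP2 cleavage activates the enterokinase reporter on its substrate; USP2 core 10nM, Ub-CHOP2 and substrate 25nM each, 30min compound preincubation then 60min RT; data normalized to NEM, curves fitted.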
* marks the source's active call; other numbers are inactive results; & = joins results of further samples; [ ] = dose if it differs, or a comment. Unless noted, calls come from the whole dose curve; as a rule, active = well fitted curve in the direction sought with a large enough effect; inconclusive = small, poorly fitted or top-dose-only effect, or another doubt; inactive = no such curve, though single readings can be large; an effect the other way counts as inactive or inconclusive. These rows are one share of the data. The share of hits here may be higher or lower than overall.

`Cc1ccc(OCCC(=O)OCC(=O)Nc2ccc(F)cc2)cc1` gave Eya2 inh 7%, KCNH2 WT inh -1, S-ASM inh -2%, Mito fusion yeast -5%, TSHR antag -4, Chronic BCR inh 0% and USP2a block 0%.
For COc1ccc(CNC(=O)CCNC(=O)c2ccc(C(C)(C)C)cc2)cc1OC the results were Eya2 inh -25%, KCNH2 WT inh -6, S-ASM inh 0%, Mito fusion yeast 2%, TSHR antag 0, Chronic BCR inh -5% and USP2a block 2%.
CC(=O)N(CN1C(=O)c2ccc([N+](=O)[O-])cc2C1=O)c1ccc(F)cc1 was read as GALK inh -1%, Eya2 inh 8%, KCNH2 WT inh 2, S-ASM inh 0%, PKM2 act -7%, Mito fusion yeast 8%, Menin MLL FP TR 2%, MBNL1-CUG inh inconclusive, TSHR antag 11, Chronic BCR inh -4% and USP2a block 4%.
`CCOC(=O)C1(Cc2cccc(OC)c2)CCN(CC2CC=CCC2)CC1` (stereo not drawn) gave GALK inh -1%, Eya2 inh 4%, KCNH2 WT inh 32, S-ASM inh 2%, PKM2 act 3%, Mito fusion yeast -2%, Menin MLL FP TR inconclusive, MBNL1-CUG inh -4%, TSHR antag 9, Chronic BCR inh -1% and USP2a block 1%.
For CC1=C(C(=O)OCc2ccccc2)C(c2ccccc2)NC(=O)N1CCCCCC(=O)O (stereo not drawn) the results were Eya2 inh 4%, KCNH2 WT inh -8, S-ASM inh 5%, PKM2 act -1%&4%, Mito fusion yeast 1%, Menin MLL FP TR -7%&-2%, MBNL1-CUG inh -2%, TSHR antag -3, Chronic BCR inh -1% and USP2a block 0%.
Screening CCOc1ccc(S(=O)(=O)N2CCN(C(=O)c3cccnc3)CC2)cc1 returned GALK inh 0%, Eya2 inh 8%, KCNH2 WT inh -7, S-ASM inh 2%, PKM2 act 18%, Mito fusion yeast 2%, Menin MLL FP TR 7%, MBNL1-CUG inh -6%, TSHR antag -3, Chronic BCR inh 4% and USP2a block 0%.
For Cc1ccc(CSCC(=O)N(C)CC(=O)Nc2ccc(Cl)c(Cl)c2)cc1 the results were Eya2 inh -25%, KCNH2 WT inh 3, Mito fusion yeast 4%, TSHR antag -6, Chronic BCR inh inconclusive and USP2a block -9%.
`CN(C)c1ccc(/C=C/c2ccc3ccccc3n2)cc1` gave GALK inh 18%, Eya2 inh -14%, KCNH2 WT inh -10, S-ASM inh 205%[activator], PKM2 act -10%, Mito fusion yeast -43%[inhibitor], Menin MLL FP TR inconclusive, MBNL1-CUG inh 17%, TSHR antag 5, Chronic BCR inh inconclusive and USP2a block 0%.
For CC1CCN(C(=O)CSCc2ccc(Cl)cc2)CC1 the results were GALK inh 4%, Eya2 inh -1%, KCNH2 WT inh -8, S-ASM inh -1%, PKM2 act 8%, Mito fusion yeast 3%, Menin MLL FP TR -8%, MBNL1-CUG inh 2%, TSHR antag -4, Chronic BCR inh 19% and USP2a block -8%.
`COC(=O)CNC(=O)CN(c1ccc(OC)cc1OC)S(=O)(=O)c1ccccc1` gave Eya2 inh -10%, KCNH2 WT inh 1, S-ASM inh -3%, Mito fusion yeast -12%, TSHR antag 3, Chronic BCR inh -2% and USP2a block -1%.
CN(C1CCCCC1)S(=O)(=O)c1ccc(-c2ccccn2)s1 was read as Eya2 inh 0%, KCNH2 WT inh -12, S-ASM inh -4%, PKM2 act inconclusive, Mito fusion yeast 1%, MBNL1-CUG inh 0%, TSHR antag 1, Chronic BCR inh -5% and USP2a block 2%.
CC(=O)c1cc(C#N)c(SCC(=O)OC(C)C)nc1C was read as GALK inh 1%, Eya2 inh -1%, KCNH2 WT inh 25, S-ASM inh 0%, PKM2 act -1%, Mito fusion yeast -5%, Menin MLL FP TR -1%, MBNL1-CUG inh -1%, TSHR antag -1, Chronic BCR inh inconclusive and USP2a block 2%.
Screening O=C(NCC1CCCN1S(=O)(=O)c1cccs1)c1ccc(Cl)cc1 (stereo not drawn) returned Eya2 inh 8%, KCNH2 WT inh 0, S-ASM inh -2%, Mito fusion yeast -25%, TSHR antag -7, Chronic BCR inh 1% and USP2a block 0%.
Screening CCOC(=O)C1=C(COC(=O)CCC(=O)c2ccc(C)cc2)NC(=O)NC1C (stereo not drawn) returned Eya2 inh 3%, KCNH2 WT inh -4, S-ASM inh 1%, Mito fusion yeast -2%, TSHR antag 7, Chronic BCR inh 1% and USP2a block 0%.
For CN(CC(=O)N1CCN(c2ccccn2)CC1)S(=O)(=O)c1ccc2ccccc2c1 the results were GALK inh 0%, Eya2 inh -9%, KCNH2 WT inh 4, S-ASM inh -3%, PKM2 act 0%, Mito fusion yeast 4%, Menin MLL FP TR -2%, MBNL1-CUG inh -2%, TSHR antag 1, Chronic BCR inh 3% and USP2a block 1%.
Screening NNC(=O)c1ccc(COc2ccc(Br)cc2)o1 returned GALK inh 4%, Eya2 inh inconclusive, KCNH2 WT inh 12, S-ASM inh -2%, Mito fusion yeast 16%, Menin MLL FP TR 8%, MBNL1-CUG inh -5%, TSHR antag 4, Chronic BCR inh inconclusive and USP2a block -4%.
For O=c1ccc2cc(S(=O)(=O)Nc3ccccc3F)ccc2o1 the results were GALK inh -6%, Eya2 inh -2%, KCNH2 WT inh 10, S-ASM inh 2%, PKM2 act inconclusive, Mito fusion yeast 0%, Menin MLL FP TR 2%, MBNL1-CUG inh 1%, TSHR antag 22, Chronic BCR inh 1% and USP2a block 2%.
Screening O=[N+]([O-])c1ccccc1-c1ccc(/C=N/n2cnnc2)o1 returned GALK inh 1%, Eya2 inh -6%, KCNH2 WT inh -13, S-ASM inh -2%, PKM2 act 22%, Mito fusion yeast 0%, Menin MLL FP TR 0%, MBNL1-CUG inh inconclusive, TSHR antag -3, Chronic BCR inh -8% and USP2a block 0%.
For Cc1nc(SCCC(C)C)c([N+](=O)[O-])[nH]1 the results were GALK inh 3%, Eya2 inh 2%, KCNH2 WT inh 5, S-ASM inh -5%, PKM2 act -3%, Mito fusion yeast 1%, Menin MLL FP TR 2%, MBNL1-CUG inh inconclusive, TSHR antag 1, Chronic BCR inh 13% and USP2a block 0%.
CCN(CC)C(=O)c1cc2cc(Br)ccc2oc1=O was read as GALK inh -5%, Eya2 inh -14%, KCNH2 WT inh 3, S-ASM inh 0%, PKM2 act -8%, Mito fusion yeast 0%, Menin MLL FP TR 15%, MBNL1-CUG inh 7%, TSHR antag 5, Chronic BCR inh 1% and USP2a block -1%.
COC(=O)c1ccccc1S(=O)(=O)N1CCC(C(=O)OC(C)C(=O)NC(N)=O)CC1 (stereo not drawn) was read as GALK inh -1%, Eya2 inh -7%, KCNH2 WT inh -10, S-ASM inh -5%, PKM2 act -4%, Mito fusion yeast 1%, Menin MLL FP TR 6%, MBNL1-CUG inh 1%, TSHR antag -4, Chronic BCR inh 0% and USP2a block 2%.
For Cc1ccc(S(=O)(=O)N(C)c2nc3ccccc3[nH]c2=S)cc1 the results were GALK inh 4%, Eya2 inh -14%, KCNH2 WT inh -2, S-ASM inh 14%, PKM2 act -9%, Mito fusion yeast 18%, MBNL1-CUG inh 12%, TSHR antag -7, Chronic BCR inh -1% and USP2a block 5%.
COC(=O)c1ccccc1S(=O)(=O)N(Cc1cc2ccc(OC)cc2[nH]c1=O)CC1CCCO1 (stereo not drawn) was read as GALK inh -2%, Eya2 inh -8%, KCNH2 WT inh -3, S-ASM inh 5%, PKM2 act -6%, Mito fusion yeast -3%, Menin MLL FP TR 4%, MBNL1-CUG inh -6%, TSHR antag -3, Chronic BCR inh -14% and USP2a block -1%.
S=C(NCc1ccco1)Nc1ccc2c(c1)OCCO2 was read as GALK inh 1%, Eya2 inh 11%, KCNH2 WT inh 3, S-ASM inh 3%, PKM2 act -2%, Mito fusion yeast -12%, Menin MLL FP TR inconclusive, MBNL1-CUG inh 4%, TSHR antag -2, Chronic BCR inh -17% and USP2a block 3%.

Source: PubChem BioAssay (National Center for Advancing Translational Sciences (NCATS))
